CHRM4 PAM: positive allosteric modulators of human muscarinic M4 receptor | P08173 | CHO-K1 hM4/Gqi5, Fluo-8 calcium fluorescence, ACh EC20; 0% = ACh EC20, 100% = maximal ACh | activation, % at 3 µM | actives 0.4% (n = 360,000);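 active = activation above its plate's cutoff, the mean activation of sample wells plus 3 SD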; also: some results filed as inactive read as strong as hits
Target sequence (P08173 whole entry, looked up): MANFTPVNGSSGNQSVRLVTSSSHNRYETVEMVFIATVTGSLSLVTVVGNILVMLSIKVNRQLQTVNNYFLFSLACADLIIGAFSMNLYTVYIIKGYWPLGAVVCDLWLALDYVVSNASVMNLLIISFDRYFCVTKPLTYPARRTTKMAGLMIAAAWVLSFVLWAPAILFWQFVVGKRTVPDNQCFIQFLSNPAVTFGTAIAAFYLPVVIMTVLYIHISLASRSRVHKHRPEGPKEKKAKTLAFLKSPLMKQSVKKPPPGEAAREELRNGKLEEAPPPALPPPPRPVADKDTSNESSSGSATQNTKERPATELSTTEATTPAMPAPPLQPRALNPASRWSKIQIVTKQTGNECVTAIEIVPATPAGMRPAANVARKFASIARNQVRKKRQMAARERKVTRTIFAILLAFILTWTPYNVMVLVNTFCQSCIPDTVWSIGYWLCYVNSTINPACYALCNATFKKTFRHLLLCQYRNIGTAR
M4 ag: agonists of human muscarinic M4 receptor (CHRM4). P08173. CHO-K1 hM4/Gqi5, Fluo-8 calcium fluorescence; vehicle 0%, full acetylcholine response 100%. activation, % at 3 µM. actives 0.14% (n = 360,000). AID 624127;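 active = activation above the run mean over all test wells plus 3 SD, cut at about 32% in these data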;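 also: peak over basal fluorescence ratio per well then scaled between controls; 0% = DMSO wells and 100% = acetylcholine at EC100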
CHRM4 antagonist: CHRM4 antagonism in calcium assay; P08173; CHO-hM4 cells, ACh EC80, Fluo-8 calcium fluorescence; inhibition, % at 3 µM; actives 0.73% (n = 360,000); AID 624125;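 active = inhibition above its plate's cutoff, the mean inhibition of sample wells plus 3 SD, cut at about 27% in these data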;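 also: 0% = acetylcholine EC80 with DMSO and 100% = DMSO without agonist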
M5 ag: agonists of human muscarinic M5 receptor (CHRM5); P08912; CHO-K1 hM5 cells, Fluo-8 calcium fluorescence; 0% DMSO wells, 100% maximal acetylcholine response; activation, % at 3 µM; actives 0.19% (n = 360,000);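 active = activation above the run's mean over test compounds plus 3 SD, cut at about 23% in these data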;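 also: signal is peak over basal fluorescence ratio across the kinetic read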
Target sequence (P08912 whole entry, looked up): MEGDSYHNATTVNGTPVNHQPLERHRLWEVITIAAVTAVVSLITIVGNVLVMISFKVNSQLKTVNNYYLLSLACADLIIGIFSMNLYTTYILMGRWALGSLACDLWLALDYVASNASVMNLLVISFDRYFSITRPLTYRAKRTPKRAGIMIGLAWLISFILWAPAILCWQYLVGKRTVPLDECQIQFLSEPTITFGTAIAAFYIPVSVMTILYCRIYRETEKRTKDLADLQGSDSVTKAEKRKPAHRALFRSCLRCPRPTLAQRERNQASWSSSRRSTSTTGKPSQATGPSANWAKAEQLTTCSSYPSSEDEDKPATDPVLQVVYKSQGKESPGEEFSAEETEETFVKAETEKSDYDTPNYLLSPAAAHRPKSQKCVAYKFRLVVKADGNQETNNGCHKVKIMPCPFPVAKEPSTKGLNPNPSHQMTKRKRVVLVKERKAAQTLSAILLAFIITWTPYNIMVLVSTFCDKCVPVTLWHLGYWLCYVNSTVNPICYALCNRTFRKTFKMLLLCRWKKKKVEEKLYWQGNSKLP
M1 PAM parental: counter-screen for M1 PAMs: effect in parental CHO-K1 cells; activation, % at 3 µM; actives 0.02% (n = 360,000); ATP EC20, Fluo-8 calcium fluorescence; 0% at ATP EC20, 100% at ATP max;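 active = activation above the run cutoff, the mean activation of all test compounds plus 3 SD, cut at about 40% in these data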;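 also: peak over basal fluorescence ratio in a 140 s read after ATP addition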
M1 ag parental: counter-screen for M1 agonists: effect in parental CHO-K1 cells; Fluo-8 calcium fluorescence; scaled to maximal ATP response, vehicle zero; activation, % at 3 µM; actives 0.48% (n = 360,000); AID 602248; in the data active = activation above about 15%;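 also: untransfected CHO-K1 host cells lacking M1 receptor as counterscreen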
M5 PAM: CHRM5 positive allosteric modulation; AID 624038; actives 0.3% (n = 360,000); CHO-K1 hM5, Fluo-8 calcium, ACh EC20 PAM; 0% = ACh EC20, 100% = ACh EC100; activation, % at 3 µM; P08912;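 active = activation above the run cutoff, the mean activation of all test compounds plus 3 SD, cut at about 18% in these data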
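Assay system: CHO-K1 hM5 cells / Incubation: Fluo-8 loading 80 min at 37 °C plus 30 min room temperature / Technique: Fluo-8 calcium dye fluorescence, kinetic read / Repeats: single replicate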
M5 antag: antagonists of human muscarinic M5 receptor (CHRM5) | P08912 | CHO-hM5 cells, Fluo-8 calcium fluorescence, ACh EC80 | inhibition, % at 3 µM | actives 0.59% (n = 360,000) | AID 624040;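 active = inhibition above a per-plate cutoff, the mean of that plate's test compounds plus 3 SD, cut at about 27% in these data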;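 also: 0% = acetylcholine EC80 with DMSO and 100% = DMSO without agonist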
CHO-K1 Ca antag: M1 antagonist counterscreen hit in parental CHO-K1 cells | ATP-induced calcium, Fluo-8 fluorescence | inhibition, % at 3 µM | actives 0.6% (n = 360,000);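 active = inhibition above a per-plate cutoff, the plate's mean sample inhibition plus 3 SD, cut at about 24% in these data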;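 also: 0% = DMSO plus EC80 ATP and 100% = DMSO alone without ATP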
An asterisk follows results filed as active.

SMILES	CHRM4 PAM	M4 ag	CHRM4 antagonist	M5 ag	M1 PAM parental	M1 ag parental	M5 PAM	M5 antag	CHO-K1 Ca antag
COc1ccc(-c2cc(-c3nnc(COC(=O)c4ccc(O)cc4)o3)c3ccccc3n2)cc1OC	-7.3	21.4	17.8	7.0	-3.3	6.8	-13.3	23.2	2.4
CCOC(=O)C1=C(COC(=O)/C=C/c2cccc(OC)c2OC)NC(=O)NC1C (stereo unspecified)	-8.9	22.5	6.7	4.0	-4.8	8.4	-11.8	1.1	9.5
Cc1ccc(N(C(=O)Cn2nnc(-c3ccc(F)cc3)n2)C(C(=O)NC(C)(C)C)c2ccncc2)cc1 (stereo unspecified)	12.0	0.8	-2.9	0.0	4.4	0.0	14.0	-5.8	1.7
CC(C)c1cc(C(=O)O)c2cnn(C(C)C)c2n1	-3.4	0.1	-0.3	6.8	4.6	0.2	3.3	-5.3	5.7
O=C(Nc1c[nH]c(=O)[nH]c1=O)c1ccc2c(c1)C(=O)N(c1cccc([N+](=O)[O-])c1)C2=O	-2.9	2.0	-0.9	2.3	-12.5	0.0	-7.5	1.8	-5.7
Cc1oc2ccc(OCc3ccc(Cl)cc3)cc2c1C(=O)O	2.6	-0.2	-10.1	-1.3	16.3	0.2	3.1	-2.9	-18.5
CCc1nc(NCC(C)C)c(C#N)c2c1COC(C)(C)C2	-3.9	-0.2	2.0	-5.4	1.2	0.1	-2.7	-5.0	-7.7
CCCCNC(=O)[C@@H]1CCCN1S(=O)(=O)c1cccc2cccnc12	-5.2	0.5	-9.1	0.5	2.8	-0.1	0.4	6.1	-7.4
CCCc1cc(=O)oc2c(C)c(O[C@@H]3O[C@H](CO)[C@@H](O)[C@H](O)[C@H]3O)ccc12	2.9	1.2	0.3	-3.5	6.4	2.6	-3.0	3.8	-17.8
C=C1CCC[C@]2(C)C[C@H]3OC(=O)C(CNCCN(CC)CC)[C@H]3CC12 (stereo partly specified)	-4.0	0.3	-4.9	0.0	14.2	1.6	0.4	2.4	-13.6
Cc1onc(-c2c(Cl)cccc2Cl)c1C(=O)N1CCN(c2ccccc2)CC1	-1.4	2.1	-1.1	0.4	-12.9	1.1	5.6	-0.9	18.6
COc1ccc(NS(=O)(=O)c2ccc(N3CCOCC3)c(NC(=O)/C=C/C(=O)O)c2)cc1	3.8	3.1	-3.4	5.8	-10.6	1.7	-1.8	1.9	-7.0
C[N+]1(CC(=O)OCCCc2ccccc2)CCOCC1	-1.0	0.6	4.9	-7.2	-8.4	-0.1	-2.5	-1.6	22.9
COc1ccccc1NC(=O)c1cc(Sc2nncn2C)nc2ccccc12	3.2	4.3	-1.6	0.9	26.7	1.9	0.0	-0.4	-5.2
O=C(c1n[nH]c2c1CCC2)N1CCCC(Nc2cccc(F)c2)C1 (stereo unspecified)	9.7	3.3	-3.4	-3.0	12.4	1.1	-3.8	-8.2	6.2
O=C(CSc1cccc[n+]1[O-])NC(=O)c1ccc(OC(F)F)cc1	-4.3	1.3	-2.8	-3.0	-10.0	0.3	10.9	-13.9	-4.7
CCOc1cccc(-c2cc(C(=O)N3N=C(C)CC3(O)C(F)F)c3ccccc3n2)c1 (stereo unspecified)	-5.9	1.0	3.6	0.5	10.2	0.1	5.0	-6.9	-13.7
CCCOc1cccc(-c2nnc(N)s2)c1	1.5	-0.2	6.3	-10.1	6.8	-0.9	3.5	-5.8	8.8
CC1CCN(C(=O)COc2ccc(Nc3ccccc3)cc2)CC1	-1.5	2.2	-11.0	0.0	17.3	4.2	2.2	0.1	-11.0
CC1=C(C(=O)OC(C)C)C(c2cccs2)n2ncnc2N1 (stereo unspecified)	-4.4	2.6	-6.2	0.2	22.3	1.3	-10.2	2.1	-12.1
O=C(O)CCCNS(=O)(=O)Cc1ccccc1	6.1	2.2	-5.8	1.5	17.3	0.2	0.1	-5.4	-17.4
Cc1ccc(-c2n[nH]c(=S)n2C)cc1	8.2	0.1	-7.5	-2.6	16.3	0.4	-1.6	-3.4	-9.3
O=C(CSc1c(Cl)cccc1Cl)NC1CCCc2ccccc21 (stereo unspecified)	-4.0	-2.0	1.9	-5.7	4.3	-0.5	-10.0	8.4	-5.9
Cc1cccc(C)c1NC(=O)CNC(=O)c1ccncc1	7.0	0.5	-1.1	-1.9	-25.4	0.2	-4.1	4.6	19.6
COC(=O)C1=C(O)/C(=C\c2cc(C)n(-c3ccc(F)cc3)c2C)N=C1C	21.3	2.0	-2.0	-1.7	-14.5	0.0	10.4	7.3	6.8

More structures follow.
SMILES	CHRM4 PAM	M4 ag	CHRM4 antagonist	M5 ag	M1 PAM parental	M1 ag parental	M5 PAM	M5 antag	CHO-K1 Ca antag
O=C1c2ccccc2C(c2nnnn2-c2ccc3c(c2)OCCO3)N1Cc1ccco1 (stereo unspecified)	3.6	1.2	0.7	0.5	16.3	0.9	4.8	1.8	-16.9
O=C(COC(=O)CNC(=O)c1ccc(Cl)cc1)Nc1ccc(Cl)cn1	3.7	1.2	-6.2	-5.3	5.3	0.3	8.1	0.6	-16.9
O=C(COC(=O)/C=C/c1cccc(F)c1)NC(=O)NCc1ccccc1	11.6	0.5	-6.8	-1.2	3.1	0.6	0.9	4.9	-13.5
O=C(Nc1ccccc1N1CCOCC1)c1ccc([N+](=O)[O-])s1	8.9	3.7	3.0	4.6	18.7	0.9	2.3	-1.3	-14.2
CCOc1ccc(NC(=O)c2nn(C)cc2Br)cc1	4.5	1.7	-7.2	0.3	16.1	0.4	-2.9	3.4	-34.8
Cc1nnn(-c2nonc2N)c1C(=O)N/N=C/c1ccccc1O	-3.3	1.6	-1.4	-1.6	9.0	0.6	-3.1	2.3	-9.1
COc1ccc(-c2cc(C#N)nc(N3CCN(C)CC3)n2)cc1	-3.4	0.2	6.8	-3.1	-13.8	-0.3	2.9	6.3	13.8
CC(=O)C1=CCC(c2ccccc2Cl)N(S(=O)(=O)c2ccc(C)cc2)C1 (stereo unspecified)	-5.6	0.0	-7.1	-6.0	15.9	1.7	-11.0	5.5	-1.6
Cn1c(CCN2CCOCC2)nc2cc(NC(=O)COc3ccc(Cl)cc3)ccc21	-4.0	2.1	1.3	0.0	-2.3	0.4	-2.0	5.1	7.2
COc1ccc(/C=C(\NC(=O)c2ccc([N+](=O)[O-])cc2)C(=O)NCCCn2ccnc2)cc1	1.8	0.1	5.9	-3.6	5.1	0.2	-2.4	11.9	-4.8
CCCNC(=O)C1(C)CCN(Cc2ccc(-n3ccnc3)cc2)C1 (stereo unspecified)	-6.5	0.5	-3.0	0.4	18.9	0.4	-0.7	0.0	-11.1
O=C(CN1C(=O)NC2(CCCC2)C1=O)Nc1ccccc1N1CCCCC1	6.0	1.3	-4.2	2.8	5.2	-0.3	-1.2	9.8	-1.3
C=C1c2cccc(C(F)(F)F)c2O[C@H](C(=O)OCC)[C@H]1OC	5.7	-0.8	-10.3	-0.7	-0.2	-0.3	-5.2	3.6	-18.5
O=C(O)c1nccnc1C(=O)Nc1ccccc1N1CCOCC1	11.2	1.4	-8.8	-4.8	11.0	0.3	4.8	-5.3	-15.0
O=C(CN1CCOCC1)Nc1ccc(NC(=O)c2ccccc2F)cc1	-3.4	1.6	-1.6	-1.5	14.7	2.6	5.1	1.3	-15.3
COc1ccc2nc(C)cc(SCC(=O)NNC(=O)COc3ccccc3)c2c1	0.5	1.5	-4.5	-2.1	4.1	0.3	-1.3	4.5	3.1
O=C(NC1=NCCS1)c1cccc(Br)c1	0.3	-0.2	-1.8	0.8	-18.5	-0.8	14.4	0.4	-1.2
C=CCSc1nc(N)c2c(C)c(C)sc2n1	4.5	-2.2	8.6	-5.0	17.1	0.7	3.2	-2.6	-8.4
O=C1/C(=C/c2cccnc2)SC(=S)N1c1ccc(O)cc1	12.7	0.9	-3.0	13.8	9.2	0.5	5.8	3.5	-7.8
O=C(c1cncc(Br)c1)N1CCN(c2ccc(N3CCOCC3)nn2)CC1	2.6	1.0	-8.7	2.3	13.7	0.5	-3.1	1.0	-3.2
Oc1[nH]c2ccccc2c1/C=N/c1nccs1	5.8	1.8	0.4	-2.4	-2.2	0.7	-5.0	-3.9	-5.0
Cc1noc(C)c1C(=O)N1CCCC(C)(C(=O)NS(=O)(=O)C2CC2)C1 (stereo unspecified)	-2.4	-0.2	0.6	0.3	-5.9	0.5	-3.5	1.6	-8.9
CCc1nnc(NC(=O)OCc2ccccc2)s1	4.1	-0.6	-1.5	1.1	9.2	-0.3	-7.4	3.6	-15.5
CC(Oc1ccc(Cl)cc1Cl)C(=O)Nc1ccc(OCC(=O)O)cc1 (stereo unspecified)	2.7	-0.3	-5.4	-1.6	26.2	8.6	3.5	4.4	-11.6
O=C(CSc1ccc([N+](=O)[O-])cc1)Nc1cccc(S(=O)(=O)Nc2ccccc2F)c1	-5.1	9.9	-1.6	1.8	11.8	6.7	-13.7	7.4	5.5

Compound profiles, as listed above. Screens in order: CHRM4 PAM | M4 ag | CHRM4 antagonist | M5 ag | M1 PAM parental | M1 ag parental | M5 PAM | M5 antag | CHO-K1 Ca antag
COc1ccc(-c2cc(C#N)nc(N3CCN(C)CC3)n2)cc1 in the list: -3.4 | 0.2 | 6.8 | -3.1 | -13.8 | -0.3 | 2.9 | 6.3 | 13.8
CC(=O)C1=CCC(c2ccccc2Cl)N(S(=O)(=O)c2ccc(C)cc2)C1 (stereo unspecified) in the list: -5.6 | 0.0 | -7.1 | -6.0 | 15.9 | 1.7 | -11.0 | 5.5 | -1.6
CCCNC(=O)C1(C)CCN(Cc2ccc(-n3ccnc3)cc2)C1 (stereo unspecified) in the list: -6.5 | 0.5 | -3.0 | 0.4 | 18.9 | 0.4 | -0.7 | 0.0 | -11.1

Going on with the list:
SMILES	CHRM4 PAM	M4 ag	CHRM4 antagonist	M5 ag	M1 PAM parental	M1 ag parental	M5 PAM	M5 antag	CHO-K1 Ca antag
CCc1ccc(OCC(=O)O/N=C(\N)c2ccccn2)cc1	-2.6	-0.4	2.7	-4.3	20.3	2.3	3.0	4.1	-9.4
Cn1nnnc1SCC1=C(C(=O)O)N2C(=O)[C@@H](NC(=O)[C@H](O)c3ccccc3)[C@H]2SC1	-2.7	0.7	5.2	0.6	6.6	0.0	1.0	-4.5	1.3
Oc1ccc(/C=N/N2CCCCC2)c(O)c1O	-4.6	5.7	6.8	0.9	1.4	3.9	-3.8	6.2	-8.1
Cc1nnc(NC(=O)c2ccc(S(=O)(=O)N3CC(C)OC(C)C3)cc2)o1 (stereo unspecified)	1.1	0.5	6.3	-1.6	-7.2	0.3	-4.5	5.1	4.1
C=CCNC(=O)/C(C#N)=C/c1c(N2CC(C)OC(C)C2)nc2ccccn2c1=O (stereo unspecified)	2.9	4.7	-6.6	-0.4	23.9	1.7	-0.5	-1.2	-11.2
CCN(CC)C(=O)N1CCN(S(=O)(=O)c2ccc(C)cc2)CC1	0.4	2.4	-0.2	-3.3	18.9	1.7	-11.1	13.8	-10.6
Cn1nc(C(F)(F)F)c(C(=O)Nc2ccc(C(F)(F)F)cc2)c1Cl	2.0	-1.6	3.4	-4.9	2.8	2.0	-4.8	1.0	9.5
N#CC1=C(N)N(c2ccccc2)C(c2ccco2)C1(C#N)C#N (stereo unspecified)	-1.1	1.1	8.9	0.5	21.4	0.4	-0.8	5.8	-3.8
CC1CC(C)CN(c2ccc(C(=O)NCc3ccc4c(c3)OCO4)cc2[N+](=O)[O-])C1 (stereo unspecified)	-3.4	-1.0	3.3	-7.3	17.7	0.3	-3.7	3.5	-7.1
CC(=O)c1ccc(N2CCN(S(=O)(=O)c3c(C(=O)N4CCCC4)c(C)n(C)c3C)CC2)cc1	-3.2	0.6	12.8	-3.3	5.2	0.6	-4.2	11.3	-6.5
